FBPA coupling cs = inhibits coupling enzyme system, counter-screen for aldolase hits | activity change, negative = inhibition, % at 58.2 µM, hits read low | coupling enzyme system counterscreen, AmpLite Red fluorescence | AID 2472 | hit rate 0.67% among 290,000; in the data active means activity change below about -30%
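Counterscreen lacking aldolase: glyceraldehyde-3-phosphate coupling-enzyme reagent preincubated 10 min at RT with compound (at 57.5 uM final), then substrate/coupling system with AmpLite Red added; fluorescence read at 525/598 nm after 20 min RT.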
Eya2 inh = inhibitors of human Eya2 phosphatase activity; recombinant Eya2, OMFP fluorescence dephosphorylation (OMFP is methylfluorescein phosphate); Potency, µM (highest dose often 76.9 µM), inactives show at the top dose activity, negative = inhibition, actives largely listed as inhibitors; hit rate 0.006% among 330,000; AID 488837; further: potency means the concentration at half of the fitted maximal effect
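Eya2 (0.2 uM) preincubated 10 min at ambient with compound, then OMFP substrate added at 50 uM; 10 min reaction in 50 mM HEPES pH 7.5, 50 mM NaCl, 5 uM MgCl2, 0.05% BSA, 1 mM DTT. Fluorescence read at Ex 485/Em 525 nm.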
B2AR arrestin = beta2AR (human) beta-arrestin recruitment activity; P07550; beta-arrestin recruitment to beta2AR, cell-based reporter; Potency, µM (highest dose often 46.1 µM), without a hit: top-dose activation, hits mostly activators; hit rate 0.02% among 330,000; AID 492947;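 further: potency means the concentration at half of the fitted maximal effect; 0% = DMSO controls and full agonism = EC100 isoproterenol or metaproterenol; nearly all actives have a fitted effect of over 65% in size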
PKM2 act = increases activity of human pyruvate kinase M2 | P14618 | purified PKM2, Kinase-Glo ATP luminescence, activation; response scale: 0% is enzyme alone, no compound | Potency, µM (top dose mostly 57.5 µM), without a hit: top-dose activation, most hits filed as activators | hit rate 0.34% among 260,000; further: potency means the concentration at half of the fitted maximal effect; nearly all actives have a fitted effect of over 55% in size
Target sequence (P14618 whole entry, looked up): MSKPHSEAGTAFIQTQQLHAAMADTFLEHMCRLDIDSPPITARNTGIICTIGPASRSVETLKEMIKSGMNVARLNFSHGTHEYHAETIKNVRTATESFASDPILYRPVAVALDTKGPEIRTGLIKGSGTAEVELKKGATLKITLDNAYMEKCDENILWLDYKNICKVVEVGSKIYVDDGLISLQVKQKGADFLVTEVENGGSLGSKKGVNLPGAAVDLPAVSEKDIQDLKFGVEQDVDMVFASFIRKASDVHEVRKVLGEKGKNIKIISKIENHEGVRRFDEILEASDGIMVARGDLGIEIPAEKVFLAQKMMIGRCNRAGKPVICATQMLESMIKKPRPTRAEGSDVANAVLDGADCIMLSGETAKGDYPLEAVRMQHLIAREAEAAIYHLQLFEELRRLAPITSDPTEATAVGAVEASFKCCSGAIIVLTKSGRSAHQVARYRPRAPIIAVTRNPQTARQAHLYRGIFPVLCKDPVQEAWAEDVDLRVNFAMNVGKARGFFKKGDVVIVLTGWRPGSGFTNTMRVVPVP
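Purified hPK-M2 (>95% pure) converted ADP (0.1 mM final) to ATP with 0.5 mM PEP in 50 mM imidazole pH7.2, KCl, MgCl2, Tween 20, BSA; 1 h at room temperature. ATP detected by Kinase-Glo luminescence.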
KCNH2 3.1 inh = inhibitors of human KCNH2 3.1 potassium channel isoform. hit rate 0.95% among 340,000. U2OS KCNH2 3.1, thallium flux FluxOr; hits give low values. AID 720553. activity change, % (tested at about 1.8 µM);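 active means maximum activity change below -70%; inconclusive means maximum activity change from -70% to -50%; inactive means maximum activity change above -50%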;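 further: thallium influx rate constant from kinetic fluorescence after stimulation buffer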
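Thallium flux read-out: FluxOr dye with Red40 quencher in HBSS/HEPES, 45 min at RT. Rate constants from kinetic reads were normalized to positive and negative DMSO controls. Cells: U2OS virally expressing the 3.1 isoform.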
Chronic BCR inh = chronic active BCR signaling inhibition. ABC-DLBCL IkBa-CBG/CBR reporter, luminescence ratio, 4 h. Potency, µM (doses to about 46.1 µM), for the others: top-dose ratio change, negative = lower green/red ratio, most hits filed as inhibitors. hit rate 0.05% among 340,000. AID 493014; active means well fitted inhibition curve with a large enough effect in the signal ratio, with a control signal flat, not every such curve was filed as active; inconclusive means small, poorly fitted or top-dose-only effect, or effect the other way, or a change in a side signal; the % refers to the signal ratio;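 further: potency means the concentration at half of the fitted maximal effect; plate controls were basal doxycycline-induced cells for no effect and cells given 10 µM MG132 for full effect; MG132 reads +100%, hits lower the ratio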
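Concentration-response series (up to 46 uM) were applied to TMD8 dual-reporter cells for 4 h at 37C with doxycycline. Green/red ratio, after filter-overlap correction, defined %Activity; red signal alone was normalised to basal cells and zero luminescence.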
USP2a inh = inhibitors of human ubiquitin-specific protease USP2a; O75604; USP2 core, Ub-CHOP2 coupled fluorogenic reporter, 485/531; Potency, µM (titrated, usually from 38.3 µM), for inactives: at the highest dose activity change, negative = inhibition, most hits filed as inhibitors; hit rate 0.01% among 330,000; AID 463254;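 further: potency means the concentration at half of the fitted maximal effect; plate controls were DMSO wells for no effect and full inhibition by NEM control for full effect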
Target sequence (O75604 whole entry, looked up): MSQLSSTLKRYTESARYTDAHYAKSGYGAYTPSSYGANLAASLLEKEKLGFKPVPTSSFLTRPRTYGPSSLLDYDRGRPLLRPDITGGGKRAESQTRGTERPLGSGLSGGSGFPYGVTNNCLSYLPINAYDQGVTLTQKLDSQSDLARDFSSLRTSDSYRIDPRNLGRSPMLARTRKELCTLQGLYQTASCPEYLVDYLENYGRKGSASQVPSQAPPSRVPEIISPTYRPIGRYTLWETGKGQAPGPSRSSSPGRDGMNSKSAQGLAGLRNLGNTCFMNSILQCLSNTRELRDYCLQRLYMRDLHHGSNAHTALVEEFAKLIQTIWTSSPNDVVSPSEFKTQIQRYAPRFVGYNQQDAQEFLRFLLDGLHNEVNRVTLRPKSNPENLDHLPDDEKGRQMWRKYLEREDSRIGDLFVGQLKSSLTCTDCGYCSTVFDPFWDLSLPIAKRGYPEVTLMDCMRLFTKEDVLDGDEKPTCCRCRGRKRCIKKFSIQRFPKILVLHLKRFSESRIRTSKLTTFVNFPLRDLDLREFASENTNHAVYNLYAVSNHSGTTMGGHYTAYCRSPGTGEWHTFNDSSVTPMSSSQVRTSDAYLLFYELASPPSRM
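Deubiquitinase activity read as fluorescence (485/531 nm) after Ub-CHOP2 cleavage activates the enterokinase reporter on its substrate; USP2 core 10nM, Ub-CHOP2 and substrate 25nM each, 30min compound preincubation then 60min RT; data normalized to NEM, curves fitted.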
KCNH2 WT inh = blocks the wildtype human KCNH2 potassium channel | Q12809 | hit rate 0.37% among 340,000 | U2OS, BacMam KCNH2, thallium flux FluxOr; hits give low values | activity change, % at 1.84 µM;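 active means maximum activity change below -70%; inconclusive means maximum activity change between -70% and -50%; inactive means maximum activity change above -50%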
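U2OS cells transduced with wild-type KCNH2 virus are loaded with FluxOr dye for 45 min, and thallium flux is measured in kinetic reads before and after stimulation buffer. Rate constants are normalized to DMSO controls.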
GALK inh = blocks human galactokinase activity. P51570. Purified GALK, Kinase-Glo residual ATP luminescence. Potency, µM (top dose mostly 57.5 µM), for the others: at the top dose activity change, negative = inhibition, hits mostly inhibitors. hit rate 0.007% among 270,000. AID 1868; further: potency means the concentration at half of the fitted maximal effect
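GALK at 5 nM final was combined with compound, 35 uM ATP and 100 uM galactose in HEPES pH8.0 with MgCl2 and DTT. The reaction ran one hour at room temperature before luminescent ATP detection.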
Giardia killer = kills Giardia lamblia; Giardia lamblia trophozoite viability; activity change, % at 7.66 µM, hits read low; hit rate 0.15% among 340,000; AID 540267; in the data active means activity change below about -80%; inconclusive means between about -30% and that limit;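 further: parasites exposed to compound for two days anaerobically before the ATP read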
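Giardia trophozoites, 100 cells per well, were exposed to compounds for 48 hrs at 37 deg C under anaerobic conditions; viability was then read as ATP content by bioluminescence after 15-30 min at room temperature.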
uPA generation = inhibitors of cell surface uPA generation. cell surface uPA generation assay, qHTS. Potency, µM (highest dose often 38.3 µM), inactives show at the highest dose activity change, negative = inhibition, actives largely listed as inhibitors. hit rate 0.31% among 330,000; active means well fitted inhibition curve with a large enough effect; inconclusive means small, poorly fitted or top-dose-only effect; inactive means no such curve, though single readings can be large or run the other way; tested in mouse RAW 264.7 cells; further: potency means the concentration at half of the fitted maximal effect; nearly all actives have a fitted effect of over 55% in size
The depositor's hits bear a star; ? = inconclusive; · = not tested or not shown; & = joins results of further samples. Unless noted, the call rests on the fitted dose curve; in most records, active means well fitted curve in the direction sought with a large enough effect; inconclusive means small, poorly fitted or top-dose-only effect, or another doubt; inactive means no such curve, though single readings can be large; an effect the other way counts as inactive or inconclusive. Unless noted, on the % scale 0 is the no-effect control and ±100 the full control effect.

Below each compound – KCNH2 WT inh | FBPA coupling cs | GALK inh | PKM2 act | Eya2 inh | B2AR arrestin | uPA generation | Chronic BCR inh | KCNH2 3.1 inh | USP2a inh | Giardia killer
- NS(=O)(=O)c1ccc(N2CCN(CCOc3ccc(Cl)cc3)CC2)nc1
  3 | 2 | 7% | 9% | -13% | 0.1% | 1% | -2% | -95* | 5% | -9
- Cc1ccccc1S(=O)(=O)NCC1CCCO1 (configuration not stated)
  -7 | 3 | 3% | ? | -5% | 0.4% | 1% | 3% | 6 | 0% | -11
- Cc1cc(Cl)ccc1Oc1cccc(C(=O)/C(C#N)=C/N(C)C)c1
  20 | 0 | -3% | 0% | 4% | 0.2% | 4% | ? | -3 | 1% | -7
- COc1ccc(-n2nnc3c(=O)n(CC(=O)OCc4ccccc4)cnc32)cc1
  2 | 0 | 0% | 1% | -16% | -0.1% | 8% | -2% | -14 | 0% | 14
- Cc1ccc(-c2cc(C(=O)NC3=NCCS3)c3cc(Br)ccc3n2)o1
  · | 7 | 1% | 7% | -9% | 0.5% | · | ? | · | -6% | ·
- COCCCN1C(=O)c2ccc(C(=O)N3CCN(c4ccccc4OC)CC3)cc2C1=O
  -2 | -1 | -9% | · | 11% | -0.4% | 1% | 3% | -14 | 3% | -20
- c1ccc(Oc2ccc3ccccc3n2)cc1
  3 | 0 | -2% | 4% | 1% | -0.2% | 0% | 9% | -2 | 1% | 0
- CN(C)CCCNC(=O)c1cc(C(=O)Cc2ccc(Cl)cc2)c[nH]1
  6 | 1 | 0% | · | -1% | -0.7% | 21% | -1% | ? | -1% | 12
- OC(CNCc1ccccc1)COCc1ccc(Cl)cc1 (configuration not stated)
  5 | 2 | 1% | 8% | 5% | 0.2% | -8% | 2% | -9 | 7% | -8
- CCn1c(SCC(=O)Nc2nc(C)cs2)nnc1-c1cccnc1
  -21 | 0 | 16% | -5% | 17% | -0.8% | 4% | 5% | -9 | -1% | 4

Sorted by SMILES length (lowest first): 3 of the compounds above.
Below each compound – KCNH2 WT inh | FBPA coupling cs | GALK inh | PKM2 act | Eya2 inh | B2AR arrestin | uPA generation | Chronic BCR inh | KCNH2 3.1 inh | USP2a inh | Giardia killer
- CCn1c(SCC(=O)Nc2nc(C)cs2)nnc1-c1cccnc1
  -21 | 0 | 16% | -5% | 17% | -0.8% | 4% | 5% | -9 | -1% | 4
- Cc1cc(Cl)ccc1Oc1cccc(C(=O)/C(C#N)=C/N(C)C)c1
  20 | 0 | -3% | 0% | 4% | 0.2% | 4% | ? | -3 | 1% | -7
- COCCCN1C(=O)c2ccc(C(=O)N3CCN(c4ccccc4OC)CC3)cc2C1=O
  -2 | -1 | -9% | · | 11% | -0.4% | 1% | 3% | -14 | 3% | -20

(list continues)
Below each compound – KCNH2 WT inh | FBPA coupling cs | GALK inh | PKM2 act | Eya2 inh | B2AR arrestin | uPA generation | Chronic BCR inh | KCNH2 3.1 inh | USP2a inh | Giardia killer
- Cc1cnc(CNC(=O)c2ccc3oc(Cc4ccc(Cl)cc4)nc3c2)cn1
  -15 | -1 | 3% | -3% | -4% | 0.1% | 8% | -1% | -5 | 2% | -6
- COc1cc(Nc2ccccn2)cc(C(=O)Nc2cccc(C(F)(F)F)c2)c1
  -12 | 1 | -1% | -6% | -4% | -0.2% | -5% | 3% | -18 | 0% | -6
- CC(CCc1ccccc1)NC(=O)c1cncc(Br)c1 (configuration not stated)
  -10 | 3 | -2% | -5% | 19% | -0.2% | 9% | 6% | 7 | 1% | -21
- C=CCn1ccc2c([N+](=O)[O-])cccc2c1=O
  4 | 1 | -2% | 5% | 2% | 0.0% | -2% | ? | 4 | 1% | -2
- Cc1cc(C)n2nc(C(=O)NCCc3ccccc3)nc2n1
  0 | -22 | 1% | 0% | 30% | 3.4% | -11% | ? | -1 | 7% | 1
- CCOc1ccc(N(CC(=O)NC2CCCCC2)C(=O)CCCC(=O)Nc2ccccn2)cc1
  2 | 1 | 7% | 5% | -14% | 0.3% | -7% | -3% | -6 | 2% | -4
- Cc1ccc(-c2nnc3n2N=C(c2ccccc2Br)CS3)cc1
  -22 | 0 | 3% | 2% | 8% | -1.4% | -10% | -1% | -15 | 1% | -2
- Cc1c(CCOC(=O)CC23CC4CC(CC(C)(C4)C2)C3)sc[n+]1Cc1ccc([N+](=O)[O-])cc1
  -14&4 | -1 | 2% | -13% | -21% | -0.3% | -5%&3% | ? | 9&-3 | 4% | 2&3
- Cc1cccc(OCc2nc(-c3cccnc3)no2)c1
  -15 | 4 | 0% | -5% | 13% | -1.8% | 1% | ? | 4 | -1% | -1
- COc1ccc(-c2cc(C(F)(F)F)nc(SCCC(=O)N3CCCC3)n2)cc1
  1 | 5 | -4% | 0% | 3% | -0.2% | 2% | 1% | -1 | 2% | 3
- COc1cc(C(=O)NCCC2=CCCCC2)cc(OC)c1OC
  -4 | 4 | -1% | 15% | -16% | 0.5% | -3% | 0% | -15 | 2% | -10
- CC(C)(C)c1ccc(C(=O)NCCCNC(=O)c2ccccn2)cc1
  -3 | 0 | -1% | · | 3% | 0.3% | -1% | -5% | 6 | 0% | 4
- COc1cc(S(=O)(=O)Nc2ccc(C(=O)NCC(=O)O)cc2)ccc1NC(C)=O
  5 | 0 | 4% | -6% | -1% | 2.5% | -7% | 0% | 13 | 0% | -3
- COCCNC(=O)c1cn(Cc2c(F)cccc2Cl)nn1
  2 | · | 0% | -2% | 11% | -0.3% | -1% | ? | 1 | 0% | -16
- CCN(CC)Cc1cc(O)c(CN(CC)CC)cc1O
  -6 | -33* | 6% | -16% | 6% | 0.2% | 6% | -5% | -8 | 3% | -24
- CCOC(=O)NC(Nc1nnc(C)s1)(C(=O)OCC)C(F)(F)F (configuration not stated)
  -2 | 0 | 11% | -3% | -4% | -0.3% | 5% | -1% | 4 | 1% | 8
- CCc1nc2ccccc2n1CCC(C)C
  -4 | 6 | 10% | -2% | -2% | -0.3% | 2% | -1% | -5 | 0% | -24
- CCC(=O)N(NC1=NS(=O)(=O)c2ccccc21)S(=O)(=O)c1ccc(C)cc1
  4 | 10 | 4% | 1% | 3% | -0.8% | 2% | ? | 1 | 1% | -4
- Cc1cccc(Nc2nc(N)c([N+](=O)[O-])c(N3CC(C)OC(C)C3)n2)c1 (configuration not stated)
  0 | -3 | -3% | · | 11% | -1.0% | -14% | 0% | 3 | -2% | 20
- O=C(CSc1nc(-c2ccccc2)c(-c2ccccc2)[nH]1)NCCN1C(=O)CSC1=O
  -1 | -2 | -1% | -4% | 8% | -0.4% | -8% | ? | -7 | 0% | 3
- COc1ccc(Nc2nc(N)nc(CSC(=S)N3CCOCC3)n2)cc1
  2 | 2 | 6% | 0% | -1% | 0.4% | 8% | -5% | 6 | -1% | -20
- OCC1(CCOc2ccccc2)CCN(Cc2ccccc2C(F)(F)F)CC1
  6 | 0 | 0% | 0% | -16% | 0.0% | 5% | 2% | -43 | 0% | 25
- CCNC(=S)NS(=O)(=O)c1ccc(CC)cc1
  1 | 2 | -3% | 4% | 1% | 0.1% | · | -1% | -5 | -1% | 24
- CCCSc1nsc(SCCC)c1C(N)=O
  -9 | 4 | 5% | -6% | 2% | -0.2% | 4% | ? | 4 | 0% | 26
- CCC(Cc1ccccc1)NS(=O)(=O)c1c(C)nc2scc(C)n2c1=O (configuration not stated)
  -5 | · | -1% | · | 2% | 0.0% | 1% | 3% | 2 | 5% | -11
- C=CCc1cc(C)ccc1OCC(O)CN1CCN(c2ccccc2)CC1 (configuration not stated)
  32 | -1 | 2% | -5% | 5% | -0.4% | 17% | -2% | -21 | -1% | 10
- Cc1csc(NC(=O)C(C)Oc2ccc(Cl)cc2C)n1 (configuration not stated)
  13 | · | · | · | 1% | -0.2% | -16% | ? | 6 | 1% | 12
- Cc1ccccc1Cn1c(CN2CCN(C(=O)c3ccco3)CC2)nc2c1c(=O)n(C)c(=O)n2C
  -3 | 2 | -5% | 1% | 5% | 0.0% | -7% | ? | 1 | 1% | 23
- Cc1ccccc1N(Cc1cc(=O)[nH]c2ccccc12)C(=O)CCl
  · | -2 | · | · | -1% | 0.3% | · | ? | · | -4% | ·
- CCOC(=O)c1ccc(NC(=O)Nc2ncc(Cl)cc2Cl)cc1
  · | -9 | -2% | 8% | 4% | -0.3% | · | -18% | · | -2% | ·

Four compounds from above, arranged by the value under GALK inh, falling:
compound | GALK inh | PKM2 act | Eya2 inh | B2AR arrestin | uPA generation
COc1cc(Nc2ccccn2)cc(C(=O)Nc2cccc(C(F)(F)F)c2)c1 | -1% | -6% | -4% | -0.2% | -5%
CC(CCc1ccccc1)NC(=O)c1cncc(Br)c1 (configuration not stated) | -2% | -5% | 19% | -0.2% | 9%
CCNC(=S)NS(=O)(=O)c1ccc(CC)cc1 | -3% | 4% | 1% | 0.1% | ·
COc1ccc(-c2cc(C(F)(F)F)nc(SCCC(=O)N3CCCC3)n2)cc1 | -4% | 0% | 3% | -0.2% | 2%
